Screens (PubChem BioAssay)
APEX1 inh = APE1 (human) endonuclease inhibition; 0.35% of 350,000 active; Potency, µM (titrated, usually from 65.8 µM), without a hit: at the top dose activity change, negative = inhibition, usual class: inhibitors; recombinant APE1, TAMRA/BHQ-2 abasic DNA cleavage fluorescence; P27695; AID 2517;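 note: plate controls were vehicle for no effect and reference inhibitor for full effect; nearly all actives have a fitted effect of over 55% in size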
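Step 1: APE1 (0.75 nM) with compound, 15 min RT. Step 2: add 50 nM fluorophore/quencher THF duplex. Step 3: three fluorescence reads 60 s apart (525/598 nm); read 3 minus read 1 = reaction progress.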
BLM inh = Bloom syndrome helicase (human) inhibition; P54132; recombinant BLM DNA unwinding, fluorescence dequenching; Potency, µM (top dose mostly 56.1 µM), inactives show top-dose activity change, negative = inhibition, hits mostly inhibitors; 0.2% of 350,000 active;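 note: plate controls were vehicle for no effect and no enzyme for full effect; nearly all actives have a fitted effect of over 35% in size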
Pol beta inh = inhibitors of human DNA polymerase beta; Pol beta primer extension/strand displacement, fluorescence kinetic; Potency, µM (top dose mostly 114 µM), inactives show at the top dose activity change, negative = inhibition, actives largely listed as inhibitors; 1.3% of 340,000 active; note: % is set by controls: 0 for no effect and ±100 for the full control effect
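Curves were derived by four-parameter Hill fits of normalized qHTS data. The kinetic fluorescent primer-extension read was taken at 0 and 10 min after 50 nM substrate, following a 15 min room-temperature preincubation of 10 nM enzyme with compounds.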
JMJD2A Tudor = blocks the human JMJD2A Tudor domain; 4.4% of 390,000 active; AlphaScreen JMJD2A-Tudor / H3K4me3 peptide binding; AID 504339; O75164; Potency, µM (doses to about 114 µM), inactives show at the highest dose activity change, negative = inhibition, actives largely listed as inhibitors; note: % is set by controls: 0 for no effect and ±100 for the full control effect; nearly all actives have a fitted effect of over 50% in size
G9a inh = inhibitors of human histone lysine methyltransferase G9a | Q96KQ7 | G9a H3K9 monomethylation, AlphaScreen, 2 h | Potency, µM (highest dose often 102 µM), for the others: top-dose activity, negative = inhibition, usual class: inhibitors | 8.8% of 350,000 active | AID 504332; note: % is set by controls: 0 for no effect and ±100 for the full control effect; nearly all actives have a fitted effect of over 75% in size
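Methyltransferase reactions run at room temperature for 2 h (20 nM enzyme, 500 nM biotin-H3K9 peptide, 20 uM SAM) after a 15 min compound preincubation; product detected by AlphaScreen beads and anti-H3K9me1 antibody.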
Pol kappa inh = DNA polymerase kappa (human) inhibition; Q9UBT6; purified Pol kappa, fluorescent DNA synthesis assay, 10 min; Potency, µM (top dose mostly 107 µM), for inactives: top-dose activity, negative = inhibition, actives largely listed as inhibitors; 0.53% of 400,000 active; AID 588579; note: % is set by controls: 0 for no effect and ±100 for the full control effect
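Pol kappa 10 nM + cpd, 15 min RT; start w/ substrate 50 nM final; fluorescence kinetic read, 0 and 10 min. Neg ctrl: buffer, no enzyme.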
POLH inh = blocks human DNA polymerase eta activity; recombinant Pol eta, fluorescent DNA replication assay; Potency, µM (highest dose often 114 µM), without a hit: top-dose activity change, negative = inhibition, usual class: inhibitors; 1.2% of 390,000 active; AID 588591; note: % is set by controls: 0 for no effect and ±100 for the full control effect
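Pol eta (10 nM) was preincubated with compounds for 15 min at room temperature, after which fluorescent replication substrate (50 nM final) was added to start the reaction. Fluorescence was read kinetically at 0 and 10 min.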
Pol iota inh = DNA polymerase iota (human) inhibition | AID 588590 | 1% of 390,000 active | Pol iota fluorescent replication assay, 10 min | Potency, µM (series often up to 115 µM), inactives show top-dose activity, negative = inhibition, usual class: inhibitors
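Fluorescent replication assay read twice, at 0 min and 10 min after adding 50 nM (final) substrate. Enzyme (10 nM) and compounds were first incubated 15 min at room temperature; enzyme-free buffer wells were negative controls.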
BAZ2B block = BAZ2B (human) inhibition; Q9UIF8; AlphaScreen BAZ2B-H3K14Ac peptide displacement; Potency, µM (titrated, usually from 114 µM), for the others: top-dose activity change, negative = inhibition, hits mostly inhibitors; 4.4% of 360,000 active; note: % is set by controls: 0 for no effect and ±100 for the full control effect; nearly all actives have a fitted effect of over 60% in size
Target sequence (Q9UIF8 whole entry, looked up): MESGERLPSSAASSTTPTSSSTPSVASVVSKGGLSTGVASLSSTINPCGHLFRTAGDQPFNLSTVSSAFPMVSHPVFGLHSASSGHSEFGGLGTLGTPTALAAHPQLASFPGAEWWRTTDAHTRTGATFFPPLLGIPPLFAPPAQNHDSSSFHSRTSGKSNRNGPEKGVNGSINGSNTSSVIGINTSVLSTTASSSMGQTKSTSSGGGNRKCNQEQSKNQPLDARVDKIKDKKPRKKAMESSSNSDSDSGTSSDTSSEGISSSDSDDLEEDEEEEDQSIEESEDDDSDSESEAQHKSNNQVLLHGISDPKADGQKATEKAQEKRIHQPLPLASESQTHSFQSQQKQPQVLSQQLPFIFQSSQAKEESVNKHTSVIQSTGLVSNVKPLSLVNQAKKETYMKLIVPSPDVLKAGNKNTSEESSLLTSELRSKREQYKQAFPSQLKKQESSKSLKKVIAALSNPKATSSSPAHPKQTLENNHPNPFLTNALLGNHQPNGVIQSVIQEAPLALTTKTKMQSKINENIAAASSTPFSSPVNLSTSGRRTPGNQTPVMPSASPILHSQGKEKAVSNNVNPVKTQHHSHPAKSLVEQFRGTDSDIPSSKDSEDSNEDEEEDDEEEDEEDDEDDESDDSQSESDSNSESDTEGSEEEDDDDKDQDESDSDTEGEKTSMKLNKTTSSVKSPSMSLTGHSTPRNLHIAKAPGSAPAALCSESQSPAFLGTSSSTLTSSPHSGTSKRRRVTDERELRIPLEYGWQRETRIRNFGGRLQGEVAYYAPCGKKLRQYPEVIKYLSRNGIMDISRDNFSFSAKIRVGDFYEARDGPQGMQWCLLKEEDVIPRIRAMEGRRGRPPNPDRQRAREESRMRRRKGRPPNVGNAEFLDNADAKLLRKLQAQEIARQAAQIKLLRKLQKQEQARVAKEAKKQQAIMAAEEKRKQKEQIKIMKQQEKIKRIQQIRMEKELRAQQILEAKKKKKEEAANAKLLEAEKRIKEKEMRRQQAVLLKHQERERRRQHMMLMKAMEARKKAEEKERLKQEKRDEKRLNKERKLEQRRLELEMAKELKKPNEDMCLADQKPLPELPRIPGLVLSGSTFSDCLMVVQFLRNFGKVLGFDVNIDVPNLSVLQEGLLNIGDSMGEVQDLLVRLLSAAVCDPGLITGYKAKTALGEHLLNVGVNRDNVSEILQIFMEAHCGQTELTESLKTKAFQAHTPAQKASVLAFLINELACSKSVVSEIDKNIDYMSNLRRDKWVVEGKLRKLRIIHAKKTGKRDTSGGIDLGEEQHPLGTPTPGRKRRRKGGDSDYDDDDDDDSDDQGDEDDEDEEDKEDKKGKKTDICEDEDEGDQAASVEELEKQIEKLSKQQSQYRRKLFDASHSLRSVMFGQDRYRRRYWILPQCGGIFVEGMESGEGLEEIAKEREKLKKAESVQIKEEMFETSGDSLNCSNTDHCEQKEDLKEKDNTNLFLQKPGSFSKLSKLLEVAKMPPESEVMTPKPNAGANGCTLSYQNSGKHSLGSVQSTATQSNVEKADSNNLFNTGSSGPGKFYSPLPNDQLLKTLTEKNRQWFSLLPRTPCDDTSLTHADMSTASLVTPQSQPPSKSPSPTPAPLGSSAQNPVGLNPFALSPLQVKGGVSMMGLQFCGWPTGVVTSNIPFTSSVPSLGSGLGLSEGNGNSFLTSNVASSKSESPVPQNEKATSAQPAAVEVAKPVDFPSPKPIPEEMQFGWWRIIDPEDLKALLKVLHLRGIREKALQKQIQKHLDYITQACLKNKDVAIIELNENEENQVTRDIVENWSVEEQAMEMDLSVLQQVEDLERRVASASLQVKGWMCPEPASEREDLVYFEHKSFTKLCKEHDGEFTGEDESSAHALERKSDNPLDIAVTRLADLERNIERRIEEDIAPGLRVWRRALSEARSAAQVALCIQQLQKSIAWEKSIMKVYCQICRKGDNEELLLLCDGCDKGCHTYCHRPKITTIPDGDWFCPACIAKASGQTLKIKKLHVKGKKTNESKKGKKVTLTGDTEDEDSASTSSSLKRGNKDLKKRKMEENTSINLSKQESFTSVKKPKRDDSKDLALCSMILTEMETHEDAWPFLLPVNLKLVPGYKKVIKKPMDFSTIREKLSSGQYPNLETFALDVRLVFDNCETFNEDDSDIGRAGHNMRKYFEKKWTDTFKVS
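In this displacement format the biotinylated H3(5-23) peptide acetylated at Lys14 serves as ligand at 50 nM, with BAZ2B at 50 nM in PBS pH 7.4 containing 0.01% Tween-20. Donor and acceptor beads are 10 ug/mL final.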
* marks the source's active call; other numbers are inactive results; ? = inconclusive; . = no result given; & = joins results of further samples; [ ] = remark or other dose. Calls come from the whole dose curve; as a rule, active = well fitted curve in the direction sought with a large enough effect; inconclusive = small, poorly fitted or top-dose-only effect, or another doubt; inactive = no such curve, though single readings can be large; an effect the other way counts as inactive or inconclusive. Potency is the fitted concentration of half-maximal effect. An excerpt, so the mix of outcomes need not match the whole.

molecule | APEX1 inh | BLM inh | Pol beta inh | JMJD2A Tudor | G9a inh | Pol kappa inh | POLH inh | Pol iota inh | BAZ2B block
CCOc1ccc(/C=C2\SC(N3CCc4ccccc4C3)=NC2=O)cc1 | 2% | -1% | 38% | -30% | ? | 3% | -21% | 14% | -38%
O=C(NCCc1ccc(Cl)cc1)C(=O)NCC(c1ccco1)S(=O)(=O)c1ccc(Cl)cc1 (configuration not stated) | . | 1% | -22% | 9% | 12%[59 µM] | 0%[60.1 µM] | -15% | 6% | -2%
O=C(COc1ccccc1F)NCc1nc2ccccc2[nH]1 | -3% | -2% | 9% | -9% | -9% | 1% | -2% | 33%[activator] | 1%
CCCCn1nc(C(=O)NC2=NCCS2)c2ccccc2c1=O | -1% | -2% | -4% | -8% | -6%[12.7 µM] | -3% | -13% | 19% | -12%
CC(C)c1ccc(C(O)P(=O)(OC2CCCCC2)OC2CCCCC2)cc1 (configuration not stated) | -3% | -13% | -13% | -8% | -17% | 6% | -14% | 1% | -11%
NC(=O)CC[C@@H]1NC(=O)[C@H](CO)NC(=O)c2cc([N+](=O)[O-])cc(I)c2NCC[C@@H](C(N)=O)NC1=O | 3% | 0% | -4% | -28% | 10µM* | 8% | 3% | -12% | ?
O=C1C(NS(=O)(=O)c2ccccc2)=C(N2CCN(c3ccc(F)cc3)CC2)C(=O)c2ccccc21 | -5% | -8% | ? | ? | 5.6µM* | -13% | -15% | ? | 4µM*
CCOC(=O)C1=C(COC(=O)CNS(=O)(=O)c2c(F)cc(F)cc2Br)NC(=O)NC1C (configuration not stated) | . | . | . | 4% | . | 10% | -16% | ? | .
CCCN(CCC)C(=O)C(Cc1ccccc1)NS(=O)(=O)c1ccc2c(c1)c(=O)n(C)c(=O)n2C (configuration not stated) | . | -4% | -10% | -19% | -5%[59 µM] | -24% | -5% | -5% | -3%
Cc1ccc(NC(=O)C(C)N2C(=O)c3ccccc3C2=O)nc1 (configuration not stated) | 7% | -1% | -1% | -1% | -26% | -3% | -11% | 17% | -24%
CCOc1ccc(CCNC(=O)CCCc2nnc3n(CC)c(=O)c4sccc4n23)cc1OCC | . | -3% | 16% | 3% | 12%[59 µM] | 1% | . | 1% | 7%
CCCN(C(=O)COC(=O)CNC(=O)c1ccc2ccccc2c1)c1c(N)n(Cc2ccccc2)c(=O)[nH]c1=O | -18% | . | . | ? | ? | -14% | -3% | -17% | 3%
COc1ccc(Cc2nc3ccc(C(=O)NCCc4ccccn4)cc3o2)cc1OC | -17% | 3% | 21% | -7% | . | 5% | -14% | 16% | -17%
COCCCNC(=O)C1CCCN(C(=O)c2cnn(-c3ccc(F)cc3)c2-n2cccc2)C1 (configuration not stated) | . | 0% | 4% | 7% | 4%[59 µM] | 9% | -10% | 3% | -9%
COc1ccc(OC(C)C(=O)Nc2cccnc2)cc1 (configuration not stated) | 0% | -7% | 7% | 9% | -9% | 0% | -16% | 13% | -5%
CC1CCN(C(=O)CN2C(=O)C(C)(C)Oc3ccc(C(=O)NC4CCCC4)cc32)CC1 | 1% | -2% | 0% | 1% | ? | -4% | 6% | 5% | -2%
Cc1cccc(C(=O)N(CCc2ccccc2)Cc2ccccc2)c1[N+](=O)[O-] | -5% | -4% | 36% | -22% | 32% | 9% | -15% | 27% | -4%
Cc1nc2ccc(NC(=O)c3ccc(Cl)s3)cc2s1 | -3% | -2% | 9% | -17% | 4% | 0% | 6% | -16% | 3%
O=C(CNC(=O)c1ccccc1)OC(C(=O)c1ccccc1)c1ccccc1 (configuration not stated) | 1% | 0% | 0% | -4% | 23%[59 µM] | -11%[60.1 µM] | 15% | -9% | -7%
Cc1ccc(NC(=O)CCC(=O)NNC(=O)C(c2ccccc2)c2ccccc2)c(C)c1 | -1% | -1% | 3% | -18% | -5%[59 µM] | -12% | -7% | 4%[58.9 µM] | 12%
Cc1noc(C)c1S(=O)(=O)Nc1ccccc1N1CCOCC1 | 0% | -1% | 32%[activator] | 8% | 4% | -6% | -9% | 3%[58.9 µM] | -1%
O=C(NCc1ccccc1Cl)C1CCN(c2ncnc3c2nc2n3CCCCC2)CC1 | 10% | -1%&-3% | 18%&35% | -12%&-11% | -1% | 0%&-7% | -6%&-4% | 19%&-13% | -15%&-15%
Cc1nc2nc(SCC(=O)O)nn2c(C)c1Cc1ccccc1Cl | 13% | 0% | 2% | 7% | 28µM* | 6% | -6% | ? | 8%
COc1ccc(C(=O)NNC(=O)c2ccc(S(=O)(=O)N3CCOCC3)cc2)cc1 | 2% | -4% | 9% | -19% | 12% | -23% | -14% | 31%[activator] | 0%

Some entries already given with just POLH inh.
SMILES,POLH inh
Cc1nc2nc(SCC(=O)O)nn2c(C)c1Cc1ccccc1Cl,-6%
COc1ccc(OC(C)C(=O)Nc2cccnc2)cc1 (configuration not stated),-16%
O=C(CNC(=O)c1ccccc1)OC(C(=O)c1ccccc1)c1ccccc1 (configuration not stated),15%

Later entries.
molecule | APEX1 inh | BLM inh | Pol beta inh | JMJD2A Tudor | G9a inh | Pol kappa inh | POLH inh | Pol iota inh | BAZ2B block
O=C(NCc1ccco1)C(c1ccccc1)N(Cc1cccnc1)C(=O)Cn1nnc2ccccc21 (configuration not stated) | -2% | -2% | -2% | -9% | -17% | -3% | -5% | -2% | 0%
COc1cc(OC)c(OC)cc1C=NCC1(c2ccccc2)CCCC1 | -3% | 1% | -6% | -6% | -10% | -4%[60.1 µM] | 1% | 8% | -4%
O=C1NC(=S)NC1=Cc1ccc(O)cc1 | . | . | . | -19% | . | -5% | -18% | -6% | .
O=[N+]([O-])c1cc(CSC2=NCCN2)ccc1O | 2% | -5% | -2% | -11%[11.4 µM] | 25µM* | -2% | -9% | ? | ?
C(=N\Nc1nncc2ccccc12)/c1ccccn1 | 9% | 1% | 96% | 79µM* | -6% | -11% | 5% | 56%[activator] | 25µM*
COc1cccc(-c2cncnc2NCCN2CCOCC2)c1 | 2% | -14% | . | . | -3%[0.501 µM] | 1%[60.1 µM] | . | . | .
CCCCCC(=O)N(Cc1ccccc1)c1c(N)n(CCOC)c(=O)[nH]c1=O | . | . | . | -18% | . | -9% | -8% | -5% | .
O=C(CCn1cccn1)N1CCCC(N2CCN(c3cccc(C(F)(F)F)c3)CC2)C1 (configuration not stated) | 25% | -5% | 0% | -8% | -12% | -3% | -15% | 24% | -12%
CCc1cccc(-n2c(=O)c3cccnc3n2CC(=O)NCc2ccccc2)c1 | . | -13% | -12% | 15% | 29%[59 µM] | -23% | -20% | 8% | 32%
CN1CCN(S(=O)(=O)c2ccc(N(C)CC(=O)Nc3ccc(F)cc3)nc2)CC1 | 0% | -2% | 6% | . | -26% | . | . | . | -16%
CCn1cc(CNC(=O)c2cc(Cl)ccc2OC)c(C)n1 | -8% | 1% | 34% | -6% | 26% | -5% | -4% | 4% | 0%
CC(C)CN(C(=O)c1ccc(S(=O)(=O)N2CCCCC2)cc1)C1CCS(=O)(=O)C1 (configuration not stated) | 12% | . | . | -12% | ? | -5% | -3% | 6% | 8%
Cc1ccc(CCNc2ccc3ccccc3c2)cn1 | . | . | . | ? | . | 3% | -10% | 5% | .
COC(=O)C1=C(C)NC2=C(C(=O)CC(C)(C)C2)C1c1cccc(C)n1 (configuration not stated) | 19% | 1% | -2% | -8% | 11% | 0% | -13% | 10% | 15%
CC(C(=O)NCc1cccnc1)N1C(=O)c2ccccc2C1=O (configuration not stated) | 5% | 3% | 45% | 8% | -22%[59 µM] | 0% | -20% | -6% | -6%
CC1CN(C(=O)CCC(=O)NCc2ccccc2)c2ccccc2S1 (configuration not stated) | -11% | 0% | 3% | -8% | . | 11% | ? | 25% | 11%
CC(C)=CC(=O)O[C@@H]1Cc2c(ccc3ccc(=O)oc23)OC1(C)C | -17% | . | . | -6% | . | -12% | -16% | 4% | .
O=C(c1ccc([N+](=O)[O-])cc1)N1CCN(c2ccc(Nc3ccccc3)nn2)CC1 | . | -3% | -13% | -16% | -1%[59 µM] | -11%[60.1 µM] | -12% | 26% | -22%
O=C(CSc1nnc(-c2ccc(O)cc2)o1)Nc1ccccc1Br | 14% | 0% | 8% | -7% | 18% | 1% | 4% | 31%[activator] | 2%
COc1cccc(NC(=O)CN(C)C(=O)c2csc3c2CCCC3)c1 | -10% | . | . | -10% | -11%[59 µM] | 2% | -14% | 35%[activator] | -1%
CCc1ccc(C(=O)COC(=O)c2n[nH]c3ccccc23)cc1 | -4% | -8% | -25% | -14% | 2% | -6% | ? | 84%[activator] | 1%
Cc1ccc(S(=O)(=O)N2CCC(C(=O)N3Cc4ccccc4C3)CC2)cc1 | ? | -6% | 26% | -29% | 8% | 3% | -11% | -8% | -3%
C=CCN1C=C2C(=O)C(C)(OC(=O)c3ccc(OC)cc3)C(=O)C(c3ccco3)=C2C=C1CCCC (configuration not stated) | -3%[12.4 µM] | -5%[12.4 µM] | -5% | -25% | ? | -29% | 3% | ? | ?
Cc1nnc(NC(=O)CSc2ncc(-c3ccccc3)[nH]2)s1 | 1% | -4% | -22% | -10% | 24%[12.7 µM] | -1% | -17% | -5% | -23%
CCCc1nc2oc(C(=O)OCC)c(N)c2c2c1COC(C)(C)C2 | ? | 0% | -24% | -20% | -10% | -4% | -1% | 10% | -16%
CCC1C(=O)N(C)CCc2ccccc21 (configuration not stated) | 9% | 6% | 21% | -8% | 15% | -5% | -6% | 13% | 5%
CN1NC(=O)CC1c1ccccc1 (configuration not stated) | . | . | . | -14% | . | -3% | -6% | 20% | .
O=c1c(-c2cccc(Cl)c2)nc2cncnc2n1-c1ccccc1 | -3% | -2% | . | . | 7%[0.501 µM] | 0%[60.1 µM] | . | . | .
C=CCn1c(SCC(=O)Nc2cccc(C(=O)OC)c2)nnc1C(C)NC(=O)c1cccs1 (configuration not stated) | -9% | 0% | 12% | 1% | 9%[12.7 µM] | 4% | -6% | -1% | -2%
Cc1ccc(C(=O)Nc2cc([N+](=O)[O-])ccc2C)cc1 | 6% | -6% | 14% | -8% | -10% | 1% | -8% | 86%[activator] | -4%
CCc1ccc(N2CC(C(=O)Nc3cccc(S(=O)(=O)N4CCCC4)c3)CC2=O)cc1 (configuration not stated) | -6% | . | . | -32% | 14%[0.501 µM] | 0% | -3% | 12% | -1%
